TRHR agonist: agonists of human TRH receptor. TRHR cells, calcium flux fluo-8, FDSS agonist mode. 360,000 compounds, 0.18% hits. AID 493084. activation, % at 2 µM. P34981; in the data active means activation above about 30%; further: 0% is about no effect
Target sequence (P34981 whole entry, looked up): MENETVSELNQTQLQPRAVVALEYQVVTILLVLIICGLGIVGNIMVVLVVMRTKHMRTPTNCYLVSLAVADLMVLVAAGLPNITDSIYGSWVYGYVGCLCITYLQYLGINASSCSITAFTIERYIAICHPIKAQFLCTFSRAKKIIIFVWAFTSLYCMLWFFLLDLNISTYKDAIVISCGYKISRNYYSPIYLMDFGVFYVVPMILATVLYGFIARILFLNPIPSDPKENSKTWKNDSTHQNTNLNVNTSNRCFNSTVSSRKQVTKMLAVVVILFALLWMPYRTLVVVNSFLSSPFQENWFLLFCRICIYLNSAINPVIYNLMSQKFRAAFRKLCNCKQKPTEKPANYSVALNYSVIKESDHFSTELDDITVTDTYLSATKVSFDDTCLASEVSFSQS
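TRHR-expressing cells, plated overnight in medium with 10% serum, were loaded with fluo-8 calcium dye at room temperature. After a 10 s baseline, library compound was pin-added and calcium release was recorded kinetically (ex 480/em 530) as agonist response.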
Anesthetic bind: candidate novel general anesthetic via apoferritin binding; P02791; apoferritin/1-aminoanthracene competitive binding, fluorescence; Potency, µM (highest dose often 77.5 µM), inactives show top-dose activity change, negative = displacement, usual class: inhibitors; 350,000 compounds, 0.074% hits; AID 485281; further: potency means the concentration at half of the fitted maximal effect; on the % scale 0 is the no-effect control and ±100 the full control effect; nearly all actives have a fitted effect of over 20% in size
Target sequence (P02791 2-175 limits assumed): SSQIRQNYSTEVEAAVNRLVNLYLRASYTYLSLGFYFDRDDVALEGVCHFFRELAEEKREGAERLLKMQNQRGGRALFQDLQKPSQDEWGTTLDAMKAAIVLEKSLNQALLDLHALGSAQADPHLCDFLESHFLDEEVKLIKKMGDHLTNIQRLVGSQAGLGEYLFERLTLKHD
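In PBS, apoferritin at 10 uM is loaded with 1-AMA from a 50% saturated solution. After 10 min of compound exposure at ambient temperature, reduced 535 nm fluorescence indicates probe displacement.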
RXFP1 ag: agonists of human relaxin receptor RXFP1; Q9HBX9; HEK293T-RXFP1 cAMP TR-FRET, 30 min; response scale: percent of porcine relaxin response, buffer zero; Potency, µM (doses to about 57.5 µM), for the others: at the highest dose activation, actives largely listed as activators; 370,000 compounds, 0.3% hits; AID 2676; further: potency means the concentration at half of the fitted maximal effect; on the % scale 0 is the no-effect control and ±100 the full control effect; nearly all actives have a fitted effect of over 60% in size; many of its hits are not listed in these tables
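Agonist response is measured as cAMP accumulation in an RXFP1-transfected HEK293T line under PDE4 inhibition. Values are scaled between buffer-only and 29 nM porcine relaxin, and EC50s come from standard Hill equation fits.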
RXFP1 antag: antagonists of human relaxin receptor RXFP1; Q9HBX9; AID 1259400; HEK293-RXFP1, relaxin-stimulated cAMP HTRF, 30 min; hits give low values; 350,000 compounds, 0.59% hits; activity change, negative = inhibition, % at 57.5 µM;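 active means activity change of -60% or lower, but not beyond a set lower limit; inconclusive means change between -60% and -40%, or beyond the set limit; inactive means change above -40%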; further: on the % scale 0 is the no-effect control and ±100 the full control effect
TRHR enhancer: allosteric enhancers of human TRH receptor; AID 493056; TRHR cells, fluo-8 calcium fluorescence, EC20 TRH enhancement; enhancement, % at 2 µM; 360,000 compounds, 0.66% hits; in the data active means enhancement above about 30%; further: 0% is about no effect
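TRHR-expressing cells loaded with fluo-8 calcium dye were read kinetically (ex 480/em 530) during compound addition, then stimulated with an EC20 of TRH (10 nM final). Enhancement of the Gq-mediated intracellular calcium response was scored.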
D1 antag: antagonists of human D1 dopamine receptor; P21728; HEK293 TREx D1 cells, calcium flux, dopamine EC80; hits give low values; activity change, negative = inhibition, % at 10 µM; 360,000 compounds, 3.2% hits; in the data active means activity change below about -30%; further: on the % scale 0 is the no-effect control and ±100 the full control effect
Target sequence (P21728 whole entry, looked up): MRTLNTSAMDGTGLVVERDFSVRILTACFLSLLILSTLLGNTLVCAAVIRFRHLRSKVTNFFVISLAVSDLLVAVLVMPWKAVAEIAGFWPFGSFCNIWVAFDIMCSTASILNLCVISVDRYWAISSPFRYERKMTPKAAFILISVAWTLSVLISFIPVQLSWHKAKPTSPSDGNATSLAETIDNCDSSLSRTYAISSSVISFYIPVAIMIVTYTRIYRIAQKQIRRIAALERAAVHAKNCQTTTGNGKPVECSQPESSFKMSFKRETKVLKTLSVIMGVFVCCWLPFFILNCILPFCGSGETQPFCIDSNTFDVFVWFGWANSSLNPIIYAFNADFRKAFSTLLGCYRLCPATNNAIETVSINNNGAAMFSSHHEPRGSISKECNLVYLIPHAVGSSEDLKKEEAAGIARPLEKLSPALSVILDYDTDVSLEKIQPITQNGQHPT
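Cells carrying a force-coupled, tetracycline-inducible human D1 receptor report calcium flux. Each well gets a 10 s baseline, compound with 180 s monitoring, then an EC80 dopamine stimulus with a second 180 s kinetic read.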
D1 ag: human D1 receptor agonism; activation, % at 2 µM; HEK293 T-REx D1 cells, calcium flux, agonist mode; AID 504660; 360,000 compounds, 1% hits; P21728; in the data active means activation above about 30%; further: 0% is about no effect
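Tetracycline-induced HEK293 TREx D1 cells, force-coupled to calcium signalling, were dye-loaded with a no-wash calcium kit. Compound was pin-added after a 10 s baseline. Fluorescence was read kinetically at 1 cycle/s for 180 s, with calcium rises flagged as agonism.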
D2 PAM: positively modulates the human D2 dopamine receptor allosterically; potentiation, % at 10 µM; P14416; 340,000 compounds, 0.34% hits; HEK293 T-REx D2, calcium flux, EC20 dopamine potentiation;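 active means potentiation over 3 SD above the plate norm, cut at about 30% in these data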; further: 0% is about no effect
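Potentiation of an EC20 dopamine calcium response measured kinetically over 180 s, after a preceding 180 s compound-only read flagging agonists. Cells: inducible Hek293 Trex D2 line, 4000/well, cultured overnight at 30 C before dye loading.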
D1 PAM: human D1 dopamine receptor positive modulation; 360,000 compounds, 0.036% hits; P21728; potentiation, % at 10 µM; HEK293 TREx D1 cells, calcium flux, dopamine EC20 potentiation; in the data active means potentiation above about 30%; further: 0% is about no effect
The depositor's hits bear a star; ? = inconclusive; . = no result given; & = joins results of further samples; [ ] = another dose, or the depositor's remark. Unless noted, the call rests on the fitted dose curve; in most records, active means well fitted curve in the direction sought with a large enough effect; inconclusive means small, poorly fitted or top-dose-only effect, or another doubt; inactive means no such curve, though single readings can be large; an effect the other way counts as inactive or inconclusive. Some of the compounds tested, so the mix of outcomes need not match the whole.

SMILES | TRHR agonist | Anesthetic bind | RXFP1 ag | RXFP1 antag | TRHR enhancer | D1 antag | D1 ag | D2 PAM | D1 PAM
COc1ccc(NC(=O)C2C3C=CC4(CN(Cc5cccnc5)C(=O)C24)O3)c(OC)c1 (centres undefined) | 0.0 | -11% | -1.0% | -6 | -3 | 5 | 0 | 21 | 8
COc1ccc(CN2CCN(CCC(C)C)C(CCO)C2)cc1Cn1cccn1 (centres undefined) | 0.6 | -11% | 0.9% | -4 | 0 | 1 | 3 | -14 | -1
O=C(Nc1ccc(C(=O)N2CCCCC2)cc1)c1ccc([N+](=O)[O-])cc1 | -0.4 | -8% | -1.9% | -8 | -6 | -14 | 1 | -1 | 3
CC1=CC2=NC(=O)/C(=C\c3ccc(-c4cccc(Cl)c4)o3)C(=N)N2O1 | 1.7 | -16% | 8.3% | -9 | -2 | -6 | 24 | -12 | -6
COc1ccc(N2CCN(c3nccs3)CC2)cc1 | -0.5 | 6% | 2.7% | -5 | -1 | -3 | -2 | -24 | 5
CC1CCN(C(=O)c2cc(-c3ccc(Br)cc3)on2)CC1 | -1.8 | 16% | 0.3% | -2 | 5 | -1 | -2 | -4 | 1
O=C(Nc1c(C(=O)N2CCC(N3CCCCC3)CC2)oc2ccccc12)c1c(F)cccc1F | 0.2&-1.7 | -15%&-21% | -2.8%&-0.1% | 15 | 4&5 | 22&14 | -1&0 | -4&7 | -2&-1
FC(F)Oc1ccccc1NC(=S)Nc1cccnc1 | -0.5 | 2% | 1.5% | -4 | -6 | 4 | 1 | 0 | 1
Cc1cc(=O)n2[nH]cc(-c3ccccc3)c2n1 | -1.0 | -2% | 4.6% | -9 | -4 | 2 | 0 | -7 | -2
CC(Oc1cc2oc(=O)c3c(c2cc1Cl)CCC3)C(=O)NCCCn1ccnc1 (centres undefined) | 0.3 | -5% | -0.1% | 5 | 0 | 12 | 2 | -3 | -3
COc1ccc(OC)c(CN(CCCN2CCOCC2)C(=O)Nc2ccccc2)c1 | 0.1 | -10% | 0.7% | -13 | -3 | 5 | 0 | 1 | -8
CCCCC(=O)Nc1ccc(C(=O)Nc2cccnc2)cc1 | 0.3 | -9% | -0.1% | 25 | 1 | -1 | 1 | 13 | -1
CCOc1ccc(N(C(=O)Cn2nnc3ccccc32)C(C(=O)NCc2ccccc2)c2ccc(OC)cc2)cc1 (centres undefined) | 1.5 | -13% | 0.0% | -11 | 2 | -4 | 7 | -7 | 2
COc1ccc(N2CCN(C(=O)CCc3ccc(S(=O)(=O)NC(C)C)cc3)CC2)cc1 | 0.0 | -10% | -3.5% | -1 | 0 | 8 | -2 | 13 | -10
COc1ccc(S(=O)(=O)NC2(C(F)(F)F)NC(=O)N(CCc3ccc(OC)c(OC)c3)C2=O)cc1 (centres undefined) | 0.4&-0.7 | -7%&-7% | 5.6%&-2.5% | 0 | 0&22 | 20&-8 | 6&-1 | -3&10 | -8&-8
NS(=O)(=O)c1cc2c(cc1Cl)NC(CSCc1ccccc1)=NS2(=O)=O | -1.6 | -3% | 3.2% | -8 | 2 | -8 | 1 | -10 | 7
COc1ccc(OCCCC(=O)OCC(=O)Nc2c(C)nn(-c3ccccc3)c2C)cc1 | -1.2 | . | 0.3% | -2 | -2 | 4 | 0 | 12 | -4
N#CCCNC(=O)CCN1CCCCC1 | 0.5 | 0% | 1.3% | 3 | 22 | 10 | 3 | 13 | -6
COC(=O)C1=C(C)N(Cc2ccccc2)C(=NCCc2ccccn2)N[C@H]1c1cccc(C(F)(F)F)c1 | 8.1 | ? | 1.2% | . | -10 | -15 | 34* | . | -5
O=[N+]([O-])c1ccccc1S(=O)(=O)NCCc1ccncc1 | 0.3 | ? | 1.9% | -12 | 4 | 8 | 5 | -1 | -2
CCOc1ccc(-c2nc(CSCC(=O)NC3CC3)c(C)o2)cc1 | 0.1 | -3% | -1.7% | -1 | 1 | -28 | 0 | -2 | 1
N=c1c2c(-c3ccccc3)c(-c3ccccc3)n(Cc3ccco3)c2ncn1Cc1ccco1 | 5.7 | ? | 2.1% | -102* | -1 | 5 | 38* | 8 | -3
COC(=O)c1cccc(N2C(=O)C3C4C=CC(CC4)C3C2=O)c1 (centres undefined) | 0.5 | -8% | 4.7% | 10 | 3 | -4 | 0 | 10 | 0
CCOC(=O)CC(NC(=O)CCc1c(C)nc2ncnn2c1C)c1ccc(C)cc1 (centres undefined) | 1.0&-0.4 | -3%&-4% | 6.9%&1.1% | -1 | -1&7 | -9&-3 | 0&1 | 0&-13 | 0&4
O=C(CCSCCc1ccccn1)Nc1c(F)c(F)c(F)c(F)c1F | -0.1 | -11% | 0.0% | -3 | 3 | 0 | 5 | 15 | 1

4 of the compounds above, as tab-separated lines:
compound	TRHR agonist	Anesthetic bind	RXFP1 ag	RXFP1 antag	TRHR enhancer	D1 antag	D1 ag	D2 PAM	D1 PAM
Cc1cc(=O)n2[nH]cc(-c3ccccc3)c2n1	-1.0	-2%	4.6%	-9	-4	2	0	-7	-2
CC(Oc1cc2oc(=O)c3c(c2cc1Cl)CCC3)C(=O)NCCCn1ccnc1 (centres undefined)	0.3	-5%	-0.1%	5	0	12	2	-3	-3
COc1ccc(OC)c(CN(CCCN2CCOCC2)C(=O)Nc2ccccc2)c1	0.1	-10%	0.7%	-13	-3	5	0	1	-8
CCCCC(=O)Nc1ccc(C(=O)Nc2cccnc2)cc1	0.3	-9%	-0.1%	25	1	-1	1	13	-1

New compounds follow.
SMILES | TRHR agonist | Anesthetic bind | RXFP1 ag | RXFP1 antag | TRHR enhancer | D1 antag | D1 ag | D2 PAM | D1 PAM
O=[N+]([O-])c1ccc(N/N=C/c2ccc[nH]2)cc1 | -0.9 | ? | -0.6% | -11 | -6 | -44* | 79* | 8 | -5
CCc1ccc(-c2cc(C)no2)cc1S(=O)(=O)Nc1ccccn1 | -0.1 | -5% | -0.5% | 14 | 5 | -4 | 2 | -10 | -8
NS(=O)(=O)c1ccc2nc(-c3ccccc3)c(-c3ccccc3)nc2c1 | -0.7 | -6% | 17% | -9 | -7 | -5 | 2 | . | -6
CCOC(=O)C1CCN(S(=O)(=O)C(F)(F)c2nc3ccccc3s2)CC1 | -0.1 | ? | 1.5% | -33 | -5 | -7 | 6 | -3 | -7
COc1cccc(-c2cn3nc4c(nc3n2)CCCC4)c1 | 0.5 | 58%[activator] | 4.0% | -16 | -2 | -16 | 0 | 0 | -2
CCOc1ccc(CNCc2c(C(=O)O)c(C)n(Cc3ccc(C)cc3)c2C)cc1 | 0.7 | -23% | 1.3% | -20 | -1 | 5 | 1 | -5 | 0
O=C(NCCCN1CCOCC1)c1cccc(S(=O)(=O)N2CCc3ccccc3C2)c1 | -1.5 | -10% | -1.8% | -7 | -6 | 1 | -2 | -4 | 2
CC1CCCCC1NC(=O)CSc1nnc(COc2ccccc2Cl)o1 (centres undefined) | -0.4 | ? | 2.2% | -5 | -2 | -14 | 3 | -4 | -8
Cc1ccccc1C(=O)NNC(=O)c1cc(S(=O)(=O)N2CCOCC2)ccc1C | 0.1 | . | -0.1% | 5 | 2 | -3 | 1 | -2 | 5
Cc1cccc(N=C2NC(=O)C(CO)(CO)S2)c1 | -0.5 | -1% | -1.1% | -5 | 0 | -19 | 5 | -2 | -5
O=C(NC1CCCCC1)C(c1ccccc1)N(C(=O)c1csnn1)C1CC1 (centres undefined) | 0.1 | -7% | -3.7% | -2 | 1 | -3 | -1 | -5 | -3
COc1cc(/C=N/NC(=O)c2cc(C)oc2C)ccc1OCc1ccccc1 | 0.0 | -8% | 2.6% | -9 | 2 | -19 | 4 | -7 | -6
CCCCOc1ccc(C(=O)Nc2ccc3oc(-c4cccnc4)nc3c2)cc1 | -0.5 | -5% | 1.0% | 6 | -1 | 8 | 1 | -6 | -1
CN(Cc1cc(=O)n2ccsc2n1)C1CCCCC1 | 0.3 | -8% | 1.5% | -2 | 2 | -5 | 1 | -1 | -1
COc1ccc(CN2CCN(Cc3ccc(C)cc3)CC2)c(OC)c1 | 0.5 | 3% | 0.9% | -7 | 1 | -28 | 4 | 0 | -7
O=C(N/C(=C\c1ccco1)C(=O)N1CCCC1CO)c1ccccc1 (centres undefined) | 0.9 | 1% | -1.2% | -7 | 8 | -2 | 4 | 1 | -3
CC(CN1CCN(Cc2ccccc2)CC1)c1ccccc1 (centres undefined) | 0.0 | -2% | -2.5% | 9 | -8 | -5 | 1 | 1 | -6
O=C(CC(C(=O)O)C1CCCO1)NCc1ccccc1 (centres undefined) | 1.4 | -1% | -0.9% | 2 | -2 | -2 | 1 | 27 | -2
Cc1cc(C)cc(C(=O)N(CCc2ccccc2)C2CC3CCC(C2)N3C)c1 (centres undefined) | -0.3 | -5% | -1.3% | -27 | 1 | -31* | 9 | -11 | -1
COc1cccc(NC(=O)c2cc(C(=O)Nc3cccc(OC)c3)n(C)n2)c1 | 1.1 | -1% | 0.8% | -1 | 6 | -15 | 15 | . | 6
Cc1cccc(-c2nc(CSc3nncn4c3cc3oc(C)cc34)c(C)o2)c1 | 0.5 | -17% | 22% | -1 | -6 | -3 | 1 | 0 | -4
CC1=C(C(=O)N2CCOCC2)C(c2cccc(C)c2)NC(=S)N1 (centres undefined) | 0.3 | -11% | 1.6% | . | 2 | -10 | 1 | -12 | -1
Cc1ccc(NC(=O)c2ccc(NC(=O)N3CCSc4ncccc43)cc2)c(C)c1 | -0.2 | -3% | -1.1% | 6 | -3 | -8 | -2 | -1 | -1
CC(C)c1onc(C(=O)NCCc2ccccc2)c1[N+](=O)[O-] | 0.3 | -19% | 5.7% | 1 | -5 | 4 | 3 | -5 | -2
CC(C)(C)CC(C)(C)NC(=O)c1ccccc1 | 0.5 | ? | -0.3% | 2 | 0 | 2 | 0 | 0 | 1
CC(=O)N1c2ccc([N+](=O)[O-])cc2NC(=O)CC1C (centres undefined) | 0.9 | -6% | -0.5% | 0 | -1 | 19 | 2 | 1 | 1
Cc1oc(C)c2c(=O)cc(-c3ccc4c(c3)OCO4)cc(OC(=O)c3ccccc3Br)c12 | 0.9 | -16% | 1.9% | -21 | -7 | 2 | 4 | 8 | -2
CCOC(=O)CCC(=O)N1CCOCCOCCN(C(=O)CCC(=O)OCC)CCOCCOCC1 | 0.6 | -5% | 0.8% | 4 | 22 | 3 | 2 | 12 | -2
COC(=O)c1ccc(N2CCOCC2)c(NC(=O)c2cccs2)c1 | -0.6 | -5% | 0.3% | -3 | 0 | 8 | 2 | 11 | 9

Assay outcomes from PubChem BioAssay.
